# Screens deposited in PubChem BioAssay by several laboratories.
# STEP block: STEP phosphatase inhibitors, primary screen, biochemical, fluorescence intensity, uHTS; 360,000 tested, 0.25% active; recombinant STEP, OMFP fluorogenic substrate; Tyrosine-protein phosphatase non-receptor type 5 (Homo sapiens), P54829; inhibition, % at 20 µM;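 active means inhibition at 20 µM, scaled per plate between control wells, above about 37%, limit read from the data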;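 further: 0% = DMSO with enzyme and substrate and 100% = substrate only without enzyme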
#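 Measure: Control-normalized % inhibition with plate pattern correction | Test system: STEP phosphatase, cell-free reaction | Medium: pH 6.0 Bis-Tris with DTT and Tween 20 | Technique: Fluorescence, 480/540 nm | Times: Reaction 20 min, ambient temperature | Doses: Single compound dose of 20 µM, 1% DMSO final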
# NadD block: inhibitors of S. aureus NadD, primary screen, biochemical, colorimetric, uHTS | Nicotinate-nucleotide adenylyltransferase NadD (Staphylococcus aureus N315) | purified NadD enzyme, colorimetric absorbance read-out | inhibition, % at 20 µM | 360,000 tested, 0.78% active; in the data active means inhibition above about 26%; further: some compounds past the cut are filed as inactive
# CSN deneddyl inh: inhibitors of CSN-mediated cullin deneddylation, primary screen, biochemical, fluorescence polarization, uHTS. COP9 signalosome complex subunit 5 (Homo sapiens), Q92905. Purified CSN, SCF-Nedd8-OG deneddylation. inhibition, % at 12.5 µM. 360,000 tested, 0.38% active. AID 651999, 2013;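 active means pattern-corrected inhibition above about 35%, with an unprinted fluorescence ratio check between 0.5 and 1.5, limit read from the data, passing the limit was not always enough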;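 further: 0% = enzyme with substrate and 100% = substrate without enzyme; some results filed as inactive read as strong as hits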
# Target sequence (Q92905 whole entry, looked up, one chain of several): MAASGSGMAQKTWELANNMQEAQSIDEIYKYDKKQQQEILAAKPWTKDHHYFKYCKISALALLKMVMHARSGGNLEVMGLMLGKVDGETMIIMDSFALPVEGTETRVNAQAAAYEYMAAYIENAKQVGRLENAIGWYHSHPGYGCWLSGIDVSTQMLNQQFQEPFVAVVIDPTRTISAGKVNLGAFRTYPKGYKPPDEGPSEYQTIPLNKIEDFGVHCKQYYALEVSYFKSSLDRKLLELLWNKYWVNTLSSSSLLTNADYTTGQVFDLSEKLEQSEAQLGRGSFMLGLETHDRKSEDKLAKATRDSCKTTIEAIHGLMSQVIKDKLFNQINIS
#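 Test system: purified human Csn5 enzyme expressed in HEK293T cells. Amount: 0.24 nM enzyme. Reagent: SCFSkp2-Nedd8OG substrate at 10 nM final. Schedule: 90 min incubation of compound, enzyme and substrate at room temperature. Detection: fluorescence polarization. Read-out: % inhibition of substrate cleavage by Csn5.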
# LMPTP block: LMPTP phosphatase inhibitors, primary screen, biochemical, fluorescence intensity, uHTS | Low molecular weight phosphotyrosine protein phosphatase (Homo sapiens), P24666 | 360,000 tested, 0.22% active | recombinant LMPTP-A, OMFP fluorogenic substrate | inhibition, % at 20 µM;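 active means compounds that cut the enzyme signal by at least half of the control window in the single-dose screen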;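 further: plate controls were DMSO wells with enzyme plus substrate for no effect and substrate without enzyme for full effect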
# Target sequence (P24666 whole entry, looked up): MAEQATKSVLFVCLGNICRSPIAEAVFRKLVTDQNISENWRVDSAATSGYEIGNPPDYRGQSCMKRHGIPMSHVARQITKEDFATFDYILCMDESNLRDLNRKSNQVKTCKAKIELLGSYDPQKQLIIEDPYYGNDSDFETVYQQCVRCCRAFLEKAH
#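 Buffer or medium: Bis-Tris pH 6.0, DTT, detergent; Assay system: LMPTP-A enzyme; Quantity: 0.625 nM enzyme; Detection: endpoint fluorescence intensity; Times: 50 min dark incubation at room temperature; Controls: substrate-only low control, DMSO enzyme-plus-substrate high control; Doses: single 20 µM dose; Read-out: percent inhibition versus substrate-only and uninhibited controls; Reagent: 400 µM OMFP.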
# Rpn11 inh: Rpn11 (PSMD14) deubiquitinase inhibitors, primary screen, biochemical, fluorescence polarization, uHTS; 26S proteasome non-ATPase regulatory subunit 14 (Homo sapiens), O00487; human 26S proteasome, Ub4-pepOG fluorescence polarization; 20S core pre-blocked with epoxomicin; calls only at 20 µM; 360,000 tested, 0.59% active; AID 588493, 2011;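 active means inhibition at 20 µM, scaled to each plate's controls, above about 33%, limit read from the data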
# Target sequence (O00487 whole entry, looked up): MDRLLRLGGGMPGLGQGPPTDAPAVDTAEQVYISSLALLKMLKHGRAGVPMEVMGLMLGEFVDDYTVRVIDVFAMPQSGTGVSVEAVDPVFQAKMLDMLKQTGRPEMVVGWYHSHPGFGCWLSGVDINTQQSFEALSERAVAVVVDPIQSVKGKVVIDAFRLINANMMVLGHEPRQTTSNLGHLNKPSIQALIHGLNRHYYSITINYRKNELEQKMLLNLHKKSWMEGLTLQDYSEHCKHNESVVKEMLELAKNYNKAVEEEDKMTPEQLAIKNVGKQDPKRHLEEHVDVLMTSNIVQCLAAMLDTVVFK
# MsrA inhibitor: bovine MsrA enzyme inhibitors, primary screen, biochemical, absorbance, HTS | Methionine sulfoxide reductase A (Bos taurus) | purified bovine MsrA, absorbance read-out | inhibition, % at 15.5 µM | 360,000 tested, 0.75% active; in the data active means inhibition above about 4.5%;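 further: 0% = vehicle wells with enzyme and 100% = reference inhibitor wells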
# Scp-1 inhibitor: Scp-1 phosphatase inhibitors, primary screen, biochemical, colorimetric, uHTS; Recombinant Scp1, phosphopeptide, malachite green phosphate absorbance; Carboxy-terminal domain RNA polymerase II polypeptide A small phosphatase 1 (Homo …; 340,000 tested, 0.88% active; inhibition, % at 20 µM;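 active means inhibition above about 50% at 20 µM, limit read from the data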;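 further: plate controls were DMSO wells with enzyme for no effect and wells lacking enzyme for full effect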
# Target sequence (Q9GZU7 76-261 limits assumed): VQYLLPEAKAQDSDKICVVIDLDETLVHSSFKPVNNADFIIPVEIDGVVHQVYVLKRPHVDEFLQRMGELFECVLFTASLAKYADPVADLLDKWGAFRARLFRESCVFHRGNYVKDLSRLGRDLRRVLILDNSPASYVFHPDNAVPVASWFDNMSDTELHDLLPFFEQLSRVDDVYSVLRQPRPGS
#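 System: truncated SCP-1 phosphatase (76-261aa); medium: Tris acetate buffer pH 5.5 with MgCl2 and Tween-20; incubation: 45 min room-temperature reaction, 5 min colour, 30 min stabiliser; compound: single 20 µM dose, 1% DMSO; reagent: Phosphorylated 17-residue peptide substrate; read-out: % inhibition at 20 µM; technique: colorimetric free-phosphate detection, absorbance 630 nm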
# SUMO1-SIM PPI: modulators of SUMO1 protein-protein interactions, primary screen, biochemical, uHTS; Small ubiquitin-related modifier 1 (Homo sapiens), P63165; SUMO1 binding to a labelled peptide, TR-FRET, 1 h; inhibition, % at 20 µM; 360,000 tested, 0.33% active; in the data active means inhibition above about 37%
# Tb MetRS inh: T. brucei MetRS inhibitors, primary screen, biochemical, luminescence; methionyl-tRNA synthetase (Trypanosoma brucei brucei); purified T. brucei MetRS, ATP depletion, Kinase-Glo luminescence; inhibition, % at 11.9 µM; 360,000 tested, 0.4% active; AID 624268, 2012;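 active means inhibition above a per-plate cutoff of the control wells' mean inhibition plus 3 SD, cut at about 5.5% in these data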;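 further: 0% = DMSO wells median and 100% = median of wells with control inhibitor compound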
#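 Dosing: 11.9 µM compound single dose, 0.9% DMSO; Assay system: purified T. brucei MetRS enzyme; Measured by: Kinase-Glo luciferase luminescence reporting remaining unconsumed ATP; Schedule: 15 min plus 2 h at 25 °C.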
# DNMT1 inh: human DNMT1 methyltransferase inhibitors, primary screen, biochemical, molecular beacon, fluorescence, HinP1I cleavage, uHTS; AID 588458, 2011; 360,000 tested, 0.83% active; DNA (cytosine-5)-methyltransferase 1 (Homo sapiens), P26358; inhibition (reported as % activation of signal), % at 10 µM; in the data active means inhibition above about 50%
# An asterisk follows results filed as active; i = inactive; / = no result given; + = active, no number. Rows are unselected; any-hit rate near 3.9%.
SMILES,STEP block,NadD block,CSN deneddyl inh,LMPTP block,Rpn11 inh,MsrA inhibitor,Scp-1 inhibitor,SUMO1-SIM PPI,Tb MetRS inh,DNMT1 inh
Cc1ccc(CCNC(=O)c2coc3nc4ccccc4nc23)cc1,7,3,3,-0.8,+,2.1,-2,-4,-0.8,-1
CN(C(=O)CN1C(=O)NC(C)(c2cccc(Br)c2)C1=O)C1CCCCC1 (centres undefined),-2,3,2,0.5,i,-0.9,-2,-3,-0.1,-1
CNC(=S)NNC(=O)c1ccccc1Br,-1,0,-7,-0.5,i,-0.6,4,-2,-0.8,4
CCCC(=O)NC(=S)Nc1cccc(-c2nc3ncccc3o2)c1,0,1,5,0.4,i,0.4,1,-2,-1.1,2
COc1ccc(-c2oc3ccccc3c(=O)c2OC(=O)c2ccc(C)cc2)cc1,1,11,2,4.2,i,0.5,-15,-2,-1.6,-1
Oc1ccccc1/C=N/Nc1ncc(Br)cn1,0,-4,0,0.2,i,4.0,-6,0,0.8,4
CCOc1ccccc1NC(=O)c1cc(Cl)ccc1NC(=O)c1ccco1,1,-3,3,-0.9,i,0.6,-6,0,-0.1,7
Cc1nn(Cc2cccc(F)c2)c(C)c1NC(=O)c1c([N+](=O)[O-])c(C)nn1C,1,7,0,-1.8,i,-0.7,-3,-4,-0.1,4
COC(=O)CCCNC(=O)c1ccccn1,2,-5,1,-1.5,i,-1.2,12,-2,0.2,1
Cc1ccc2cc(CN(CCCO)S(=O)(=O)c3cccc4nsnc34)c(=O)[nH]c2c1,2,-6,3,0.5,i,1.2,2,-27,-0.6,0
Nn1c(SCC(=O)NC2CCCCC2)nnc1-c1ccc(Cl)cc1,-1,-1,-7,-0.6,i,1.6,-8,0,-0.6,-1
COc1ccc(S(=O)(=O)NCc2cccs2)cc1,55*,-5,0,11,i,0.7,59*,-3,0.5,16
COC(=O)c1c(NC(NC(=O)CC(C)C)C(Cl)(Cl)Cl)sc2c1CCC2 (centres undefined),-1,-6,-1,1.6,i,1.4,-5,-2,0.0,-5
O=S(=O)(NC1Cc2ccccc2C1)c1ccccc1,0,-7,1,-1.3,i,0.2,-2,3,-1.2,-2
CCC(C)NC(=O)CNS(=O)(=O)c1ccc(C)cc1 (centres undefined),0,1,-5,0.3,i,0.1,-2,4,-1.1,1
CC(=O)Nc1cccc(C(=O)/C=C/c2ccc[nH]2)c1,1,-3,-5,-11,i,1.4,-11,4,0.3,-9
COCCn1c(C)cc(C2=NNC(=Nc3ccc(OC)cc3)SC2)c1C,-1,28,5,2.2,i,/,0,-1,-0.6,-35
O=C(C1CC1)N1CCN(c2ccc(O)cc2)CC1,1,4,0,1.1,i,0.2,-7,1,0.3,-2
COc1cccc(-c2ccc3ncnc(N(C)Cc4ccco4)c3c2)c1,0,2,1,1.9,i,-0.7,11,-2,0.4,6
CCOC(=O)Oc1ccc2c(=O)c(Oc3cccc(C)c3)coc2c1,-4,-8,0,1.9,i,-0.6,-8,-5,-1.0,10
Cc1ccc(C)c(Cn2ncc3ccccc32)c1,-2,-7,5,0.4,i,0.0,-2,0,-1.0,-1
Cc1ccc2[nH]c(C)c(CCNC(=O)C3CCCCC3C(=O)OCC(F)(F)F)c2c1 (centres undefined),4,-3,6,1.3,i,1.7,-6,3,-0.2,-7
CC(=O)N1C[C@H]2CON(C)[C@H]2C[C@H]1c1ccc(-c2cccnc2)cc1,0,3,0,-1.1,i,-0.7,/,8,-1.2,5
Cn1cc(Cl)c(C(=O)N/N=C/c2ccc3c4c(cccc24)CC3)n1,-1,2,0,1.5,i,/,-3,-10,-0.9,-1
COc1ccc(CCNC(=O)CS(=O)(=O)c2cn(CC(=O)N(C(C)C)C(C)C)c3ccccc23)cc1OC,4,-1,6,-0.3,i,0.1,-8,2,0.0,3
Cc1nnc(SCC(=O)Nc2ccc(-c3nc4ccccc4s3)cc2)s1,-1,-3,-9,0.3,i,-0.9,-6,-2,-0.4,-9
CSc1c(C#N)c(N)c(C#N)c2c1COC(C)(C)C2,-3,-1,-2,-0.5,i,-0.3,-3,-5,0.1,-10
CCCN1C2CCCC1CC(NC(=O)c1cc(OC)c(OC)c(OC)c1)C2 (centres undefined),-1,-3,5,1.0,i,-1.1,-3,5,-1.8,2
Cc1cn([C@H]2C[C@H](O)[C@@H](CCC(=O)NCC3CCCO3)O2)c(=O)[nH]c1=O (some centres undefined),-1,-2,5,-0.8,i,-0.3,/,3,-0.1,4
Cc1ccc(C(C)C)c(OCC(=O)NN2C(=O)c3ccccc3C2=O)c1,-2,-7,1,0.7,i,-1.5,-5,-5,-0.8,-3

# 3 compounds already listed, arranged by molecular weight, lowest first:
SMILES,STEP block,NadD block,CSN deneddyl inh,LMPTP block,Rpn11 inh,MsrA inhibitor,Scp-1 inhibitor,SUMO1-SIM PPI,Tb MetRS inh,DNMT1 inh
Cc1ccc(C)c(Cn2ncc3ccccc32)c1,-2,-7,5,0.4,i,0.0,-2,0,-1.0,-1
O=C(C1CC1)N1CCN(c2ccc(O)cc2)CC1,1,4,0,1.1,i,0.2,-7,1,0.3,-2
CC(=O)Nc1cccc(C(=O)/C=C/c2ccc[nH]2)c1,1,-3,-5,-11,i,1.4,-11,4,0.3,-9

# Next section:
SMILES,STEP block,NadD block,CSN deneddyl inh,LMPTP block,Rpn11 inh,MsrA inhibitor,Scp-1 inhibitor,SUMO1-SIM PPI,Tb MetRS inh,DNMT1 inh
Cc1ccc(N(C(=O)Cn2nnc3ccccc32)C(C(=O)NC2CCCCC2)c2cn(C)nc2C)cc1 (centres undefined),-3,8,4,3.0,i,-0.2,7,0,-0.1,-2
O=C(NC(=S)Nc1ccccc1N1CCOCC1)c1ccc(-c2cc(Cl)ccc2Cl)o1,2,9,4,1.4,i,0.2,-8,-2,-0.7,1
NC12NC(=O)C3(O)C4C5CC(C6C5C3C61)C42 (centres undefined),-1,-1,-7,-1.2,i,-2.5,-1,-3,0.0,2
COc1cc(/C=N/N(C)S(=O)(=O)c2ccc(C)cc2)cc([N+](=O)[O-])c1O,3,-4,-3,0.4,i,3.6,-7,-25,0.3,-1
COc1ccc(C(=O)CC(=O)C(=O)Nc2ccccc2)cc1,3,2,8,-0.3,i,-0.1,-10,-3,-0.9,-1
CC1Cc2ccccc2N1Cc1cc(=O)c(OCC(=O)Nc2ccccc2)co1 (centres undefined),-2,10,1,1.1,i,1.0,7,4,-0.3,5
CC(Sc1nnnn1-c1ccc(O)cc1)C(=O)NC1CCCCC1C (centres undefined),1,-3,7,-0.9,i,-0.9,2,17,-0.7,3
COc1ccccc1-c1ncn(Cc2cccc(-c3ccccc3)c2)c1-c1cc(C)cc(C)c1,/,/,3,17,/,1.6,/,2,-0.3,/
CC(=O)NC12CC3CC(C1)CC(C(=O)N1CCN(C(=O)c4ccco4)CC1)(C3)C2,3,0,0,-1.3,i,-0.2,-6,-3,-0.3,1
CCOc1ccccc1CNC(=O)c1ccccc1NC(=O)C1=CSCCO1,0,-1,-1,2.7,i,0.0,-14,-9,-0.1,-3
COC(=O)CCN(C(=O)c1ccc(Cl)c([N+](=O)[O-])c1)c1ccccn1,-3,-2,-1,-0.9,i,1.3,-8,-5,0.1,3
COc1ccc(CC(=O)N(C)CC(=O)Nc2ccccc2Cl)cc1S(=O)(=O)N1CCOCC1,-1,3,0,-8.7,i,0.8,-6,-45,-0.4,0
O=C(O)C12C[C@H]3C[C@@H](C1)CC(n1ncc(N4CCN(c5ccccc5)CC4)c(Cl)c1=O)(C3)C2,2,2,-9,-1.7,i,2.5,13,-16,0.0,2
CCOC(=O)CSc1nc(C)cc(C)c1C(N)=O,2,0,2,-0.1,i,0.6,-3,0,-0.5,-1
O=[N+]([O-])c1ccc(-c2cn3nc(-c4ccccc4)c(-c4ccccc4)nc3n2)cc1,0,5,6,2.2,/,-1.8,-2,-14,-1.3,4
CCN(CCO)C(=S)Nc1cc(C(=O)OC)ccc1C(=O)OC,-1,1,-6,-0.5,i,-0.6,-1,4,0.0,3
C/C(=N\S(=O)(=O)c1ccc(C)cc1)N1CCN(S(=O)(=O)c2ccccc2)C1C(C)C (centres undefined),0,-3,0,-1.1,i,-1.4,-2,0,0.0,0
O=C(COC(=O)c1ccccc1)Nc1cc(Cl)ccc1Oc1ccccc1,-1,7,-2,1.1,i,-0.3,-9,0,0.8,3
Cc1ccc(CCNC(=O)CN(c2cc(C)cc(C)c2)S(=O)(=O)c2c(C)noc2C)cc1,0,-4,-3,0.1,i,0.8,-7,7,-0.5,-5
CCN1CCN(Cc2c(O)ccc3c2O/C(=C\c2ccc(C)cc2)C3=O)CC1,1,-1,2,0.6,i,2.4,-8,-19,-0.8,-9
CC(=O)N1CCN(S(=O)(=O)c2ccc(S(=O)(=O)NC3CCCCC3)cc2)CC1,-1,-2,0,0.8,i,0.3,46,1,-0.3,2
Cc1ccccc1NS(=O)(=O)c1cc(C(=O)NCc2ccco2)ccc1C,0,-1,1,-1.4,i,1.4,7,2,-1.1,3
O=C(O)c1cc(=O)c2ccccc2[nH]1,-4,2,0,-1.6,i,2.4,4,4,-1.1,6
Cc1cccn2c(=O)c3cc(C(=O)NC4CCCC4)c(=N)n(Cc4ccc(F)cc4)c3nc12,0,14,-3,5.6,/,-1.6,11,-20,0.2,19
CC1CC(C)CN(CCCNC(=O)c2ccc(CS(=O)(=O)Cc3cccc(Cl)c3)o2)C1 (centres undefined),-1,-8,-2,-1.6,i,-0.3,7,1,-1.1,2
Cc1cccc(/C(N)=N/OC(=O)Cc2ccccc2)c1,2,-1,104,1.9,i,-0.3,-11,-2,1.7,7
